Source: PubChem
KLK5 inh = human KLK5 protease inhibitors, primary screen, biochemical, 1536-well | recombinant hK5, fluorogenic AMC substrate cleavage | inhibition, % at 5 µM | hit rate 0.59% among 210,000;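 active = inhibition of 40% or more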;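 also: 0% = enzyme controls without compound and 100% = no-enzyme blanks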
Wee1 stabilizer = Wee1 degradation inhibitors, primary screen, cell-based, HeLa, Wee1K328M-luciferase, luminescence | Wee1-like protein kinase (Homo sapiens), P30291 | HeLa Luc-Wee1K328M stability; 100% = proteasome inhibitor MG132 effect | reporter increase, % at 5 µM | hit rate 1.2% among 220,000 | AID 1321, 2008;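 active = activation above the mean of all tested compounds plus 3 SD, set per screening run, cut at about 8.8% in these data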;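 also: cells exposed to compound for 20 h before luminescence read; 0% = DMSO alone and 100% = MG132 at 30 µM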
Target sequence (P30291 whole entry K328M): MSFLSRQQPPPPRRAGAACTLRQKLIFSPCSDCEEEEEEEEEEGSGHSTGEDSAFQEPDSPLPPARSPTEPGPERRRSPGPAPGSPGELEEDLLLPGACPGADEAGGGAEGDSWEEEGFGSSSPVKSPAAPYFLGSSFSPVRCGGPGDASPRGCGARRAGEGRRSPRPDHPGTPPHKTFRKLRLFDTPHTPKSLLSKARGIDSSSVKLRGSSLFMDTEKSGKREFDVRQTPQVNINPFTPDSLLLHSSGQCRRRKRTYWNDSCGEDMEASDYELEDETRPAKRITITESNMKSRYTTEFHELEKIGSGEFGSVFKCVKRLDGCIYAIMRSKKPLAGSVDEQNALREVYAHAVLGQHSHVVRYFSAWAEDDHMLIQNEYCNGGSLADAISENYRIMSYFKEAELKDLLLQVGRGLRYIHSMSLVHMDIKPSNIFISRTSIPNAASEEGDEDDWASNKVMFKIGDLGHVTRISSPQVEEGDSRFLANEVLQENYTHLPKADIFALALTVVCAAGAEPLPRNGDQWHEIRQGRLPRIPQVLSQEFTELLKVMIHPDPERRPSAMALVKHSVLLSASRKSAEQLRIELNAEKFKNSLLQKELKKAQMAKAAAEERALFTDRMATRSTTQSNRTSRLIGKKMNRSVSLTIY
thrombin 1536 = human alpha-thrombin inhibitors, primary screen, counter-screen for coagulation protease inhibitor project, biochemical, 1536-well, fluorogenic AMC substrate | Prothrombin (Homo sapiens), P00734 | Boc-VPR-AMC fluorogenic substrate cleavage | inhibition, % at 5 µM | hit rate 0.26% among 220,000 | AID 1046, 2008;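 active = inhibition at or above 40%; inactive = inhibition below 40%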;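 also: 0% = enzyme with no compound and 100% = wells without enzyme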
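System: human alpha-thrombin protein; Compound dosing: one concentration per compound, 5 µM, with 0.2% DMSO; Timing: reaction at room temperature; Technique: AMC fluorescence, 355/460 nm; Controls: enzyme without compound as high, wells lacking enzyme as low.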
Runt-CBFb FRET = inhibitors of RUNX1 Runt–CBFb binding, primary screen, biochemical, FRET, Cerulean-Runt, Venus-CBFb, uHTS; Cerulean-Runt/Venus-CBFb FRET ratio 530/480, 1 h; AID 1496, 2009; Runt-related transcription factor 1 (Homo sapiens) + Core-binding factor subunit beta …; hit rate 0.46% among 220,000; inhibition, % at 20 µM;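 active = inhibition over about 50% at 20 µM in the single-dose screen, limit read from the data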;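 also: 0% = DMSO wells and 100% = excess unlabeled CBFb competitor control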
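Buffer or medium: Tris pH 7.5 buffer with BSA. Assay system: Cerulean-labeled Runt domain protein. Amount: each fluorescent fusion protein 100 nM. Read-out basis: loss of energy transfer signal. Incubation: 1 h compound exposure, room temperature. Probe or stimulus: Venus-CBFb binding partner, 100 nM. Detection: FRET, excitation 422 nm, emission at 530 and 480 nm.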
Runt-SMMHC FRET = inhibitors of RUNX1 Runt–CBFb-SMMHC binding, primary screen, biochemical, FRET, Cerulean-Runt, Venus-CBFb-SMMHC, uHTS. AID 1434, 2008. Cerulean-Runt/Venus-CBFb-SMMHC FRET ratio 530/480, 1 h. hit rate 0.74% among 220,000. inhibition, % at 20 µM;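 active = mean inhibition across duplicate retests at 20 µM reaching about 50%, limit read from the data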;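 also: 0% = DMSO wells and 100% = wells with excess untagged CBFb-SMMHC; inhibitors lower the FRET ratio by blocking Runt binding to CBFb-SMMHC; some results filed as inactive read as strong as hits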
14-3-3 Bad PPI = inhibitors of 14-3-3 zeta/Bad binding, primary screen, biochemical, TR-FRET, bovine 14-3-3 zeta. 14-3-3 protein zeta/delta (Bos taurus), P63103. TR-FRET 14-3-3zeta/Dy647-pBad peptide displacement, 1 h. inhibition, % at 21.7 µM. hit rate 0.71% among 220,000;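 active = inhibition above about 70%, limit read from the data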;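 also: 0% = full 14-3-3 plus peptide FRET controls and 100% = background without 14-3-3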
Target sequence (P63103 whole entry, looked up): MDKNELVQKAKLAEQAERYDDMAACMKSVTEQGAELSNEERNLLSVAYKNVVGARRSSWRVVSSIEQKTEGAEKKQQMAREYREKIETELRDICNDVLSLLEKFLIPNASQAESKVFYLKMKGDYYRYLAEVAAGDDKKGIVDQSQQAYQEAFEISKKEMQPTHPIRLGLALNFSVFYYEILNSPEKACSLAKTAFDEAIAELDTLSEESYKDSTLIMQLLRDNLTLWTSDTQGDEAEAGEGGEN
FXIIa inh = human FXIIa protease inhibitors, primary screen, biochemical, 1536-well; Coagulation factor XII (Homo sapiens), P00748; purified FXIIa, Boc-QGR-AMC fluorogenic substrate, 2 h; inhibition, % at 5 µM; hit rate 0.3% among 220,000; AID 800, 2007; in the data active = inhibition above about 40%;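 also: 0% = enzyme with no compound and 100% = blank without enzyme; many of its hits are not listed in these tables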
Hck Nef HTS = inhibitors of Nef-activated human Hck kinase, primary screen, biochemical, Z-Lyte FRET, 384-well, Hck-YEEI | Tyrosine-protein kinase HCK (Homo sapiens), P08631 | Recombinant Hck-YEEI plus Nef, Z-Lyte FRET kinase assay | inhibition, % at 20 µM | hit rate 0.68% among 220,000 | AID 463187, 2010;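 active = Hck-Nef kinase inhibition above about 50%, limit read from the data; inactive = inhibition below that limit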;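 also: 0% = DMSO with Hck plus Nef and 100% = Hck alone without Nef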
FXIa inh 1536 = human FXIa protease inhibitors, primary screen, biochemical, 1536-well; inhibition, % at 5 µM; AID 798, 2007; Coagulation factor XI (Homo sapiens), P03951; hit rate 0.14% among 220,000; purified FXIa, Boc-Glu-Ala-Arg-AMC fluorogenic substrate;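 active = inhibition of at least 40%; inactive = inhibition below 40%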;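 also: fluorescence of freed AMC excited at 355 nm; 0% = enzyme without compound and 100% = no enzyme blank; many of its hits are not listed in these tables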
Active calls of the source: *; x = no result given; [ ] = remark or other dose.

Letter code – A = KLK5 inh; B = Wee1 stabilizer; C = thrombin 1536; D = Runt-CBFb FRET; E = Runt-SMMHC FRET; F = 14-3-3 Bad PPI; G = FXIIa inh; H = Hck Nef HTS; I = FXIa inh 1536
1) Cc1ccc(F)cc1NC(=O)Cc1nn(C)c(=O)c2ccccc12
  A: -22	B: -4	C: -3	D: 2	E: -5	F: -1	G: 5	H: 0	I: -5

2) C=CCNc1nc(Nc2ccc(OC)cc2)nc(OC)n1
  A: 2	B: -3	C: -2	D: 2	E: 0	F: 5	G: 2	H: 4	I: 4

3) CCOC(=O)Cc1cc(=O)n2[nH]c(-c3ccccc3)cc2n1
  A: -4	B: 4	C: 1	D: 10	E: 13	F: 5	G: 15	H: 10	I: 11

4) CN(C)S(=O)(=O)c1ccc(Oc2ccccc2)cc1
  A: -6	B: 1	C: 0	D: 0	E: 3	F: 0	G: 11	H: 4	I: -6

5) COC(=O)CC1COc2ccccc2N1C(=O)c1ccc(Cl)cc1 (centres undefined)
  A: 8	B: 1	C: -2	D: -1	E: 1	F: 2	G: 25	H: 0	I: 16

6) CCc1ccc2[nH]c(=O)c(C(c3nnnn3Cc3ccco3)N3CCC(C)CC3)cc2c1 (centres undefined)
  A: 18	B: 0	C: 11	D: 8	E: 12	F: -14	G: 19	H: 1	I: 12

7) O=C1c2cccc(OCc3ccc(F)cc3)c2CCN1Cc1ccc(F)cc1
  A: 0	B: 0	C: -5	D: 1	E: 1	F: 4	G: 8	H: 0	I: 1

8) COc1ccc(C(=O)C2CCCN(C(=O)C3CCOCC3)C2)c(C)c1 (centres undefined)
  A: x	B: -3	C: -1	D: 0	E: -1	F: -7	G: 8	H: 8	I: 2

9) COc1ccccc1-n1cc([C@@H]2C[C@H]3CN(c4ccccc4)C(=O)[C@]34CCCN24)cn1
  A: 2	B: 1	C: 1	D: -1	E: 3	F: -9	G: 7	H: 7	I: 3

10) CC1(C)Cc2nc3oc4c(=S)nc[nH]c4c3cc2CO1
  A: 0	B: 4	C: 5	D: 5	E: 8	F: 5	G: 20	H: 4	I: 5

Letter code – A = KLK5 inh; B = Wee1 stabilizer; C = thrombin 1536; D = Runt-CBFb FRET; E = Runt-SMMHC FRET; F = 14-3-3 Bad PPI; G = FXIIa inh; H = Hck Nef HTS; I = FXIa inh 1536
11) CCOC(=O)c1c2c([nH]c(=S)c1C#N)CCCC2
  A: -7	B: 2	C: 2	D: 23	E: 33	F: -3	G: 7	H: -152	I: -5

12) CCOc1ccccc1NC(=S)N1C2CCC1CC(NC(=O)NC13CC4CC(CC(C4)C1)C3)C2 (centres undefined)
  A: 1	B: 1	C: -5	D: 0	E: -3	F: -8	G: 14	H: 2	I: -10

13) Cc1cccc(NC(=O)Nc2cccc(C)n2)n1
  A: -6	B: 0	C: -4	D: -2	E: -1	F: 69	G: 9	H: 1	I: -3

14) N#CCCN(Cc1cccnc1)C(=O)Nc1ccccc1
  A: 2	B: 1	C: 2	D: 3	E: 2	F: 3	G: 13	H: 2	I: 4

15) CNC(=O)COC(=O)c1cccc(S(=O)(=O)N2CCN(c3ccc(F)cc3)CC2)c1
  A: -1	B: -1	C: -5	D: 0	E: -3	F: -1	G: 6	H: 4	I: 1

16) COc1ccc(C2c3cc(OC)c(OC)cc3CCN2S(C)(=O)=O)cc1OC (centres undefined)
  A: 11	B: -3	C: 29	D: -2	E: -1	F: 1	G: 46*	H: -13	I: 25

17) c1cncc(N=c2scc(-c3cccc4ccccc34)n2CCCn2ccnc2)c1
  A: -10	B: 0	C: -4	D: 3	E: 0	F: 7[fluorescence artefact?]	G: 14	H: -19	I: 9

18) N#Cc1c(NC(=O)C2CCCO2)sc2c1CCCCCC2 (centres undefined)
  A: -22	B: -2	C: -6	D: -3	E: 1	F: 3	G: 10	H: 2	I: -4

19) CCN(CC)c1nc(-c2ccccc2)nc2c1sc(=S)n2CC
  A: -16	B: 1	C: 1	D: x	E: -3	F: -2	G: -1	H: -2	I: -5

20) Cc1cccc(CN2CCc3c(OCC(=O)NCc4ccco4)cccc3C2=O)c1
  A: 14	B: 0	C: -5	D: -2	E: -4	F: 6	G: 4	H: -1	I: -4

Letter code – A = KLK5 inh; B = Wee1 stabilizer; C = thrombin 1536; D = Runt-CBFb FRET; E = Runt-SMMHC FRET; F = 14-3-3 Bad PPI; G = FXIIa inh; H = Hck Nef HTS; I = FXIa inh 1536
21) COc1cccc(CNCCNC(=O)c2nonc2N)c1
  A: 3	B: -2	C: 2	D: 0	E: 0	F: 41	G: 10	H: 2	I: -2

22) C=CCNC(=S)Nc1ccc(Cl)cc1
  A: -8	B: 5	C: 2	D: -1	E: -4	F: -14	G: 4	H: 24	I: -2

23) CCN(CC)C(=S)Oc1ccc(Cl)cc1Cl
  A: 1	B: -2	C: 0	D: 0	E: 2	F: 3	G: 12	H: 5	I: 3

24) Cc1nc(SCC(=O)NCc2ccco2)c2c(C)c(C)sc2n1
  A: 13	B: 2	C: 2	D: -1	E: 2	F: -3	G: 18	H: 2	I: 14

25) Cc1ccc(C2CC2C(=O)NN)cc1 (centres undefined)
  A: -29	B: 1	C: -5	D: -2	E: -3	F: -13	G: 3	H: 0	I: -3

26) Cc1nc2ccccc2n1C(=O)c1cc(-c2ccc(Br)cc2)nc2ccccc12
  A: -5	B: -3	C: 5	D: -2	E: 3	F: 9	G: 16	H: 1	I: 7

27) COc1ccc(N(CC(=O)Nc2ccc3c(c2)OCCO3)S(=O)(=O)c2c(C)nn(C)c2C)cc1
  A: 31	B: -2	C: 27	D: 2	E: -1	F: -1[fluorescence artefact?]	G: 46*	H: 0	I: 21

28) COC(=O)C(C)Sc1nc2c(cnn2-c2ccccc2)c(=O)[nH]1 (centres undefined)
  A: -12	B: 0	C: -7	D: 2	E: -4	F: 3	G: -1	H: 1	I: -7

29) Cc1ccc(/C=[N+](/[O-])C2SC(=S)N(C)C2(C)C)cc1 (centres undefined)
  A: 18	B: 0	C: 6	D: 3	E: -3	F: -11	G: 24	H: -2	I: 11

30) Cc1ccc(C)c(-n2c(-c3ccc(Br)cc3)csc2=NC(=O)c2ccccc2F)c1
  A: 2	B: 6	C: 3	D: 3	E: 1	F: -23	G: 10	H: 12	I: 5

Every second line gives: KLK5 inh	Wee1 stabilizer	thrombin 1536	Runt-CBFb FRET	Runt-SMMHC FRET	14-3-3 Bad PPI	FXIIa inh	Hck Nef HTS	FXIa inh 1536
31	Cc1ccc(-c2csc3ncnc(OCC(=O)NC(=O)NCc4ccco4)c23)cc1
    -20	0	-1	19	6	-18	-14	2	3
32	O=S(=O)(O/N=C1\CCCc2ccccc21)c1ccccc1
    -11	1	-4	3	2	0	-10	4	2
33	Cc1nonc1C1CCCN1Cc1nc(-c2ccc(F)cc2F)oc1C (centres undefined)
    -3	2	-14	-2	-9	-5	1	15	-5
34	Cc1onc(-c2ccccc2)c1C(=O)NC(=S)NNC(=O)c1ccc(O)cc1
    -66	-1	-1	38	-1	-6[fluorescence artefact?]	8	5	-2
35	c1ccc(C2=NNC(c3ccco3)=Nc3ccccc32)cc1
    -3	1	8	-2	-1	-13	8	2	0
36	COc1ccccc1NC(=O)Nn1cnnc1
    14	-1	6	-2	2	1	13	-2	4
37	Cc1ccc(NC(=O)NCC2CCN(Cc3cccc(Cl)c3)CC2)cc1Cl
    2	-1	-10	-2	0	-3	10	9	-1
38	CCOC(=O)c1[nH]c2ccc(Br)cc2c1NC(=O)CCN1CCC(C(=O)OCC)CC1
    1	-2	5	-5	17	-7	12	-20	1
39	CCOC(=O)c1sc(NC(=O)CSc2nc3c(c(-c4ccc(OC)cc4)c2C#N)CCCC3)c(C#N)c1C
    2	-2	8	x	-10	6	19	1	4
40	Nc1cc(N)nc(SCc2ccccc2)n1
    4	0	1	-1	-4	-12	10	2	4
41	O=S(=O)(c1ccccc1)N1CCC2(CC1)CO2
    -6	0	2	1	0	-14	5	1	1
42	COc1ccc2cc(S(=O)(=O)N3CCCCCC3)ccc2c1
    0	9	1	2	-5	-2	10	6	1
43	CCCn1cc(NC(=O)c2cc3n(n2)C(C(F)(F)F)CC(c2ccccc2)N3)cn1 (centres undefined)
    -1	-3	-3	-11	-24	10[fluorescence artefact?]	13	2	1
44	CCCC[C@@H]1C[C@H]1[C@@H](NC(=O)c1cccs1)c1ccc(Cl)cc1
    -5	-2	3	-1	3	-6[fluorescence artefact?]	15	0	7
45	Cc1onc(-c2c(F)cccc2Cl)c1C(=O)N1CCc2ccccc2C1
    1	-1	4	-2	-5	-3	19	3	7
46	CC(C)(C)C(=O)Nc1ccccc1C(=O)Nc1cccnc1
    -14	2	1	-2	2	2	14	-17	3
47	COc1ccc(O)c(/C=c2/sc3nc4cc(C)c(C)cc4n3c2=O)c1
    -31	-2	1	3	2	2	32	0	17

4 entries picked at random from the list so far:
Every second line gives: KLK5 inh	Wee1 stabilizer	thrombin 1536	Runt-CBFb FRET	Runt-SMMHC FRET	14-3-3 Bad PPI	FXIIa inh	Hck Nef HTS	FXIa inh 1536
40	Nc1cc(N)nc(SCc2ccccc2)n1
    4	0	1	-1	-4	-12	10	2	4
44	CCCC[C@@H]1C[C@H]1[C@@H](NC(=O)c1cccs1)c1ccc(Cl)cc1
    -5	-2	3	-1	3	-6[fluorescence artefact?]	15	0	7
38	CCOC(=O)c1[nH]c2ccc(Br)cc2c1NC(=O)CCN1CCC(C(=O)OCC)CC1
    1	-2	5	-5	17	-7	12	-20	1
39	CCOC(=O)c1sc(NC(=O)CSc2nc3c(c(-c4ccc(OC)cc4)c2C#N)CCCC3)c(C#N)c1C
    2	-2	8	x	-10	6	19	1	4

Three compounds out of the list, sorted by formula weight, rising:
Every second line gives: KLK5 inh	Wee1 stabilizer	thrombin 1536	Runt-CBFb FRET	Runt-SMMHC FRET	14-3-3 Bad PPI	FXIIa inh	Hck Nef HTS	FXIa inh 1536
47	COc1ccc(O)c(/C=c2/sc3nc4cc(C)c(C)cc4n3c2=O)c1
    -31	-2	1	3	2	2	32	0	17
31	Cc1ccc(-c2csc3ncnc(OCC(=O)NC(=O)NCc4ccco4)c23)cc1
    -20	0	-1	19	6	-18	-14	2	3
39	CCOC(=O)c1sc(NC(=O)CSc2nc3c(c(-c4ccc(OC)cc4)c2C#N)CCCC3)c(C#N)c1C
    2	-2	8	x	-10	6	19	1	4
